TRPN1 ag: agonists of zebrafish TRPN1 channel | HEK293 zebrafish TRPN1-YFP, Fluo-8 calcium fluorescence; 100% = response to 87 µM carbachol | activation, % at 3 µM | AID 1424 | actives 0.18% (n = 220,000);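 active = activation above its plate's cutoff, the mean activation of test wells on that plate plus 3 SD, cut at about 19% in these data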;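 also: 0% = DMSO alone and 100% = 87 µM carbachol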
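System: zebrafish TRPN1-YFP in HEK293 cells / Dosing: 3 µM single point / Timing: dye loading 1 h at 37 °C, then 30 min room temperature / Signal: Fluo-8 calcium fluorescence, excitation 470-495 nm, emission 515-575 nm / Read-out basis: percent activation from peak over basal fluorescence ratio, control-normalized / Control set: high carbachol 87 µM, low DMSO alone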
Runt-SMMHC FRET: inhibitors of human RUNX1 Runt domain binding to CBFb-SMMHC; AID 1434; inhibition, % at 20 µM; actives 0.74% (n = 220,000); Cerulean-Runt/Venus-CBFb-SMMHC FRET ratio 530/480, 1 h;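 active = mean inhibition across duplicate retests at 20 µM reaching about 50%, limit read from the data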;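 also: 0% = DMSO wells and 100% = wells with excess untagged CBFb-SMMHC; inhibitors lower the FRET ratio by blocking Runt binding to CBFb-SMMHC; some results filed as inactive read as strong as hits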
Target sequence (Q01196 whole entry, looked up, the tested form may be a part): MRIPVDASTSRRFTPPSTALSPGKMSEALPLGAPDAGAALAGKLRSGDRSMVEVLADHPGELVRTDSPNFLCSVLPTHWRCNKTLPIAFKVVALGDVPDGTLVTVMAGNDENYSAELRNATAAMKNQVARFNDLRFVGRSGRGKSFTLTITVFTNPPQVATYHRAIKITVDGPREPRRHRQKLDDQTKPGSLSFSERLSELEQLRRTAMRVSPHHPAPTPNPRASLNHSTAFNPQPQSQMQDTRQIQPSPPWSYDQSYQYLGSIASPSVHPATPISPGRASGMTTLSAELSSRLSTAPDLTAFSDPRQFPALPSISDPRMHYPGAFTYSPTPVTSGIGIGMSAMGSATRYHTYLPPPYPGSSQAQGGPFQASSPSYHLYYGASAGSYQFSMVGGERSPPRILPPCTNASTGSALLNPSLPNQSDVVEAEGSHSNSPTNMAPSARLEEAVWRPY
Target sequence (Q13951 whole entry, looked up, the tested form may be a part): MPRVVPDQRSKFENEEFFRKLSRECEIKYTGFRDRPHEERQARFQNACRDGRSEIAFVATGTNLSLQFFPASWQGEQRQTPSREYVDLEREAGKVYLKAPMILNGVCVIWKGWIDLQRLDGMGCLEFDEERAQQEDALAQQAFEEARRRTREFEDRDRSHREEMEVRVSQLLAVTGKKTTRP
TRPML3 agonist: human mucolipin-3 channel agonism | Q8TDD5 | AID 1448 | activation, % at 3 µM | actives 0.29% (n = 220,000) | HEK293 TRPML3-YFP, Fluo-8 calcium fluorescence; 100% = the carbachol control signal;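 active = activation above its plate's cutoff, the mean activation of the plate's test wells plus 3 SD, cut at about 12% in these data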;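 also: 0% = DMSO only wells and 100% = carbachol wells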
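Test system – HEK293 line with stable expression of human TRPML3-YFP channel · Control set – carbachol 87 µM final as high control (100%), DMSO as low control (0%) · Signal – Fluo-8 calcium dye fluorescence, ex 470-495, em 515-575 nm · Incubation – 1-h 37 °C dye load, 5-s basal, 120-s post-compound reads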
EBV gp42 inh: blocks Epstein-Barr virus glycoprotein 42 binding | Q1HVG2 | Fluorescence polarization binding assay, mP read-out | inhibition, % (tested at 21.74 µM) | actives 0.42% (n = 220,000) | AID 1085; in the data active = inhibition above about 50%
Target sequence (Q1HVG2 whole entry, looked up): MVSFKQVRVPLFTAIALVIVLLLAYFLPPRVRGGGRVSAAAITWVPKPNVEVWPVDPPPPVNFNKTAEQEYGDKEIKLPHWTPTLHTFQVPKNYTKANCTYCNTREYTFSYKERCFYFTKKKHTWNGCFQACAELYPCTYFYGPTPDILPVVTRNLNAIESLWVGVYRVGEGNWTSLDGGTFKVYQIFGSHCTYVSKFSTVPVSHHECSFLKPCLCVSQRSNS
NCF1 inh: inhibitors of human p47phox binding; p47phox/p22phox peptide binding, fluorescence polarization, 2 h; actives 0.53% (n = 220,000); AID 1274; inhibition, % at 24.7 µM; P14598;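 active = inhibition above about 30%, limit read from the data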;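 also: 0% = p47phox with labelled peptide and 100% = labelled peptide alone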
CHOP inhibitor: CHOP inhibition in unfolded protein response; inhibition, % at 10 µM; CHO-K1 CHOP-promoter luciferase, tunicamycin-induced, 15-18 h; actives 3.8% (n = 220,000);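 active = compounds that reduced the stress-induced luciferase reporter signal by more than about 70% of percent inhibition, limit read from the data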;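 also: 0% = tunicamycin plus vehicle and 100% = wells without tunicamycin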
TNF death inh: TNF-alpha cell death inhibition in Jurkat FADD-/- cells; actives 0.068% (n = 220,000); Jurkat FADD-/- TNF necroptosis rescue, ATP luminescence, 24 h; 0 = TNF only, 100 = no-TNF cells; AID 463075; activation (protection from cell death), % at 10 µM;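 active = activation, meaning protection from cell death, of at least 50% relative to plate controls; inactive = activation below 50%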;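 also: necroptosis triggered by 40 ng/mL TNF-alpha added together with compound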
PPC-1+TRAIL kill: kills PPC-1 cancer cells in the presence of TRAIL; PPC-1 cells + TRAIL, ATPLite viability luminescence; cell killing (% activity), % at 4 µM; actives 0.41% (n = 220,000); AID 1443;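 active = cell killing above 50% in the first pass at 4 µM, then a duplicate retest at 5 µM averaging 50% or more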;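 also: plate controls were cells with TRAIL plus DMSO for no effect and medium-only wells lacking cells for full effect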
Mdm2 ligase inh: inhibitors of human Mdm2 E3 ubiquitin ligase; cell-based MDM2 ubiquitination luciferase reporter, 2 h; 0 = plate control, 100 = twice control, blank-subtracted; actives 0.11% (n = 210,000); signal enhancement, % at 5 µM; AID 1230;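 active = signal enhancement of 30% or more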;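 also: luminescence tracks abundance of the self-degrading MDM2-luciferase fusion protein; higher signal means inhibition of MDM2 E3 ligase activity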
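Test system: mammalian cells stably expressing self-ubiquitinating, self-degrading MDM2 E3–luciferase fusion; Amount: 2000 cells in each well; Medium: DMEM; Schedule: 4 h settle plus 2 h compound, 37 °C; Technique: SteadyLite luciferase luminescence after 15 min room-temperature reagent incubation; Benchmarks: plate control and blank wells.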
* hit, by the source's call; nt = no result given; [ ] = another dose, or the depositor's remark.

SMILES	TRPN1 ag	Runt-SMMHC FRET	TRPML3 agonist	EBV gp42 inh	NCF1 inh	CHOP inhibitor	TNF death inh	PPC-1+TRAIL kill	Mdm2 ligase inh
Cc1cc(NC(=O)CSc2nccn2C)n(-c2ccccc2)n1	0.6	0	-0.2	-2	3	4	2.0	12	-11
COc1cc(C(=O)Nc2ccc(NC(=O)C3CC3)nc2)cc(OC)c1OC	0.3	0	0.0	9	-4	8	0.8	-12	8
Cc1ccc(NC(=O)CN(c2ccccc2F)S(C)(=O)=O)cc1	-0.1	1	-0.2	-12	-6	38	0.4	0	-23
Cc1ccc(-n2c(O)c(C=NC3CCS(=O)(=O)C3)c3ccccc3c2=O)cc1C (centres undefined)	3.7	4	-0.1	-16	-11	12	-0.7	-4	-3
COC(=O)c1c(NC(=O)CN2CCCC(C)C2)c2c(C)cccc2n1C (centres undefined)	0.4	1	-0.7	2	9	5	-1.0	-13	-8
CCOc1ccc(Nc2nc3ccccc3c(=O)s2)cc1	0.7	0	1.1	-8	-4	-10	1.5	18	nt
CCOC(=O)C1(C)C=C(Nc2ccc(NC(C)=O)cc2)C(=O)N1c1ccc(NC(C)=O)cc1 (centres undefined)	2.5	4	1.0	-14	-9	9	0.6	31	-6
COc1cc(-c2nnc3sc(-c4ccco4)nn23)cc(OC)c1OC	1.7	4	1.4	-8	-5	36	-0.8	8	-15
Cc1cccc2cc(COC(=O)COc3ccccc3)c(=O)[nH]c12	0.9	-5	1.0	-12	-7	34	2.9	-6	-5
O=C(CCl)NN=C(c1ccccc1)c1ccccc1	0.2	2	0.8	1	-5	22	-11	11	-5
O=C(O)c1c2c(nc3ccccc13)-c1ccccc1CC2	-0.6	1	1.2	7	0	13	0.3	13	-10
Cc1nn(C)c(C)c1C1C(C#N)=C(N)Oc2n[nH]c(C)c21 (centres undefined)	1.1	1	0.2	1	8	24	2.2	22	-1
O=C(NC(=S)Nc1ccc(S(=O)(=O)Nc2ncccn2)cc1)c1ccc(Br)cc1	1.4	2	0.7	-4	-1	4	1.5	4	-6
Cc1ccc(C(=O)Nc2ccccc2C(=O)NC(Cc2ccccc2)C(=O)O)cc1 (centres undefined)	1.6	-5	0.7	11	-2	-4	0.0	16	-1
c1ccc(Oc2ccc(-c3ccnc4nc(N5CCN(c6ccccc6)CC5)nn34)cc2)cc1	0.6	-15	-0.7	-19	15	42	-1.2	6	-24
CCN(CC(=O)NCc1ccc(F)cc1)C(=O)COc1ccc2ccccc2c1	0.8	0	-0.4	-4	-6	15	1.4	-4	-13
COC(=O)Nc1ccc(S(=O)(=O)Nc2ccc(C)cc2)cc1	1.1	2	1.7	-13	-3	14	-3.2	12	-1
CCCOC(=O)c1c(NC(=O)/C=C/c2cnn(C)c2C)sc(C(=O)OC)c1C	0.0	-2	0.6	1	4	54	-9.4	15	-29
CSc1nc2cc(Cl)ccc2s1	1.0	-3	0.2	6	-9	32	1.2	26	11
Cc1cccc(-n2c(SCC(=O)NCc3ccco3)nnc2-c2ccco2)c1	-1.2	nt	-1.0	-17	-6	4	1.1	nt	-4
N#Cc1c(NC(=O)c2ccc(-c3ccccc3[N+](=O)[O-])o2)sc2c1CCCC2	-0.1	-13	0.3	1	-15	51	-3.7	18	-4
O=C(NCc1ccccc1)C(Cc1ccccc1)N1C(=O)C2C3CCC(C3)C2C1=O (centres undefined)	-1.3	2	-0.3	-13	-6	-10	-2.2	-9	-23
CC(C)CNc1cc(Cl)c(S(=O)(=O)NCC(C)C)cc1C(=O)O	-0.6	-3	0.7	-15	-8	-27	-3.0	22	-7
CC(=O)Nc1ccc(Nc2c3ccccc3nc3ccccc23)cc1	0.7	26	0.0	0	-1	-8	-17	21	2
CCN(CC(=O)Nc1ccc2c(c1)OCCO2)c1ccc(S(=O)(=O)N2CCOCC2)cn1	0.7	4	0.8	-27	-14	-10	1.6	-5	-24
CC1=C(C(=O)O)N2C(=O)[C@@H](NC(=O)[C@H](N)c3ccccc3)[C@H]2SC1	1.0	-1	0.7	4	-24	11	nt	11	nt
O=C(Nc1ccccc1F)c1ccc(OCc2ccccc2)cc1	0.2	0	-0.5	-1	-6	4	1.7	22	-15
CCOc1ccccc1NC(=O)CSc1c(C)n[nH]c1C	-0.4	62	-0.1	-23	0	23	-0.3	23	-10
CCCC1NC(=S)NC(C)=C1C(C)=O (centres undefined)	0.7	-7	1.0	1	-7	28	-0.2	0	-8
Cc1cc(C)c(NC(=O)CN2C(=O)NC3(CCCCC3)C2=O)c(C)c1	0.4	3	0.4	-9	-18	14	-2.8	36	-16

Part of the list above, with two lines to a compound.
Results follow in this order: TRPN1 ag	Runt-SMMHC FRET	TRPML3 agonist	EBV gp42 inh	NCF1 inh	CHOP inhibitor	TNF death inh	PPC-1+TRAIL kill	Mdm2 ligase inh
> O=C(Nc1ccccc1F)c1ccc(OCc2ccccc2)cc1
→ 0.2	0	-0.5	-1	-6	4	1.7	22	-15
> CCOc1ccccc1NC(=O)CSc1c(C)n[nH]c1C
→ -0.4	62	-0.1	-23	0	23	-0.3	23	-10
> CCCC1NC(=S)NC(C)=C1C(C)=O (centres undefined)
→ 0.7	-7	1.0	1	-7	28	-0.2	0	-8

Carrying on.
SMILES	TRPN1 ag	Runt-SMMHC FRET	TRPML3 agonist	EBV gp42 inh	NCF1 inh	CHOP inhibitor	TNF death inh	PPC-1+TRAIL kill	Mdm2 ligase inh
Cc1nc([N+](=O)[O-])c(Br)n1Cc1ccccc1	0.6	-5	0.5	-21	5	-180	-16	18	-8
O=S(=O)(c1ccccc1)c1cnn(-c2ccccc2)c1-c1ccc(F)cc1	-1.0	4	1.7	-23	-18	35	-2.1	-21	-19
Cc1cc(C)nc(SCC(=O)N2CCC(C(N)=O)CC2)n1	1.0	-4	1.1	-19	-7	1	-0.7	-8	-4
CCCN(CCC)c1nc2ccccc2n2c(C)nnc12	-2.1	-3	-0.4	-14	-16	83*	-4.8	11	13
CC(=O)n1cc([C@H]2C=C(C(=O)N3CCN(Cc4ccccc4)CC3)O[C@@H](OCc3ccc(CO)cc3)C2)c2ccccc21	1.2	-6	0.8	-23	-45	29	-2.2	19	nt
N#CC1=C(Nc2ccccc2)SC=C(c2ccccc2)N=C1N1CCOCC1	-0.8	-6	0.6	-9	0	-8	1.2	19	-3
O=C1CC2C(CC(OC(=O)c3ccc(-c4ccccc4)cc3)C2CO)O1 (centres undefined)	1.8	-2	1.9	-4	-10	2	1.2	6	nt
Cc1ccc(NC(=O)CN2CCC(Cc3ccccc3)CC2)cc1S(=O)(=O)N(C)C	0.8	-1	-0.8	-3	0	17	-0.3	-19	14
COc1ccc(NC2=C(C(C)=O)C(c3ccc(N(C)C)cc3)C(C(C)=O)C(C)(O)C2)cc1 (centres undefined)	0.4	1	0.3	-7	-8	8	-0.3	25	1
Fc1ccc(C2=Nn3c(Cc4ccccc4)nnc3SC2)cc1	0.4	3	-0.3	-1	6	15	-4.5	7	-11
O=S(=O)(N/N=C\c1cccnc1)c1ccccc1	1.3	-2	0.8	-8	-21	14	1.1	13	-11
Cc1nn(Cc2c(Cl)cccc2Cl)c(Cl)c1/C=C/C(=O)OCC(=O)NCC(F)(F)F	0.4	1	0.8	-17	4	75*	-11	11	-8
O=c1/c(=C/c2ccc(O)cc2)sc2n1CCCN=2	1.2	-91	1.0	-19	-5	33	-5.0	0	-10
COC(=O)c1ccc(C)c(NC(=O)CCSc2ccc(Cl)cc2)c1	3.2	-7	-0.6	99*	-1	21	-3.4	18	-1
COc1ccc(C2C(C(=O)Nc3ccccc3OC)=C(C)Nc3nnnn32)c(OC)c1 (centres undefined)	-0.8	6	-0.4	2	-10	9	-2.2	-4	-3
O=C(O)c1ccc(CSc2nnc(COc3ccc(Cl)cc3Cl)o2)cc1	nt	-7	nt	-4	-17	-15	0.7	26	-4
O=C1NCC(COCC2CC=CCC2)O1 (centres undefined)	2.0	3	0.7	2	-3	-6	5.6	nt	0
COc1cc(C2OCC3C(c4cc(OC)c(OC)c(OC)c4)OCC23)cc(OC)c1OC (centres undefined)	nt	2	nt	-18	-2	-3	1.4	15	-12
CN(C)c1ccc(/C=N/NC(=O)c2cc(-c3ccc4c(c3)OCO4)n[nH]2)cc1	0.1	2	-0.4	-6	-12	-6	-10	10	-7
COc1ccc(N(C(=O)c2ccco2)C(C(=O)NC2CCCCC2)c2ccccc2)cc1 (centres undefined)	-0.7	nt	0.4	-24	-13	-52	-0.6	nt	1
COc1ccccc1N1CCN(C(=O)CN(c2cc(C)cc(C)c2)S(C)(=O)=O)CC1	-0.5	2	0.1	-6	-8	20	-4.9	20	-2
Cc1cc(=O)oc(C)c1C(=O)NCCN1CCOCC1	0.0	3	0.3	-17	5	-22	0.0	-7	-6
NCCSC1CC(=O)N(Cc2ccc(F)cc2)C1=O (centres undefined)	0.7	2	0.9	8	-4	-2	0.5	10	4
O=C(NCc1ccco1)c1cccc2c1C(=O)N(C1CCCCC1)C2	0.2	-2	0.6	-6	-8	31	0.5	2	-8
O=C(/C=C\Nc1ccccn1)c1ccccc1	-0.5	3	-0.5	-4	-9	28	-4.5	55*[5 µM]	-90
Cc1ccc(C(=O)O)cc1NC(=S)NC(=O)c1ccc(-c2ccccc2)cc1	-1.6	-1	-0.8	3	-11	0	-1.4	31	-2
O=C(N/N=C/c1ccco1)C12CC3CC(CC(C3)C1)C2	1.3	-4	0.4	1	-5	11	1.3	0	-17
CCN(CC)S(=O)(=O)c1ccc2oc(C(=O)Nc3ccc(OC)cc3OC)c(C)c2c1	0.8	-1	0.5	-20	-12	1	-2.3	-10	-3
Cc1ccc(NC2=C(Cl)C(=O)OC2OC(=O)c2ccccc2)c(C)c1 (centres undefined)	-1.0	0	0.1	-4	-1	74*	-13	6	-11
Cc1ccccc1N(CC(=O)N/N=C/c1ccc(Cl)cc1)C(=O)c1ccccc1	0.4	-3	0.3	2	-5	72*	3.4	-21	-8
Cc1ccc(CCNC(=O)CN2C(=O)COc3ccccc32)cc1	-0.6	1	0.3	4	-9	43	1.2	1	-17
COc1cc(C)nc(N(C)S(=O)(=O)c2ccccc2Cl)n1	2.9	-1	28*	-25	-13	13	-0.7	-1	-10
Cc1cccc(NC(=O)/C(=C\c2ccco2)NC(=O)c2ccccc2)c1	-0.2	5	0.1	-15	-16	-7	-1.7	8	-4
O=C(Cn1cc2c(n1)CCCC2)NCc1ccccn1	0.8	0	-0.1	53*	49*	21	1.8	0	-10
CN(C)S(=O)(=O)c1ccc(C(=O)NCc2ccccn2)cc1	1.6	0	2.0	-22	-7	37	-0.6	16	-27

Assay outcomes: PubChem BioAssay, several laboratories
